S-ASM inh: blocks human secretory acid sphingomyelinase | AID 504937 | placental ASM, HMU-PC fluorogenic substrate, 60 min | P17405 | Potency, µM (top dose mostly 57.5 µM), for inactives: top-dose activity change, negative = inhibition, actives largely listed as inhibitors | actives 0.006% (n = 340,000); also: potency is read from the fitted curve at half-maximal effect
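Steps: dispense placental human ASM, pin compound, wait 10 min at room temperature, add HMU-PC0 substrate at 9 uM final, incubate 60 min at 37 °C, add stop solution raising pH to 10, read fluorescence.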
TSG101-PTAP inh: blocks PTAP/TSG101 interaction to inhibit HIV-1 budding; 340,000 tested, under 10 active; Potency, µM (titrated, usually from 115 µM), for the others: at the top dose activity change, negative = inhibition, most hits filed as inhibitors; Fluorescence polarization, FITC-PTAP peptide / Tsg101 binding; Q99816; AID 493005; active = well fitted inhibition curve with a large enough effect in the main read-out, with a control signal flat, not every such curve was filed as active; inconclusive = small, poorly fitted or top-dose-only effect, or effect the other way, or a change in a side signal; inactive = no such curve, though single readings can be large or run the other way; also: potency is read from the fitted curve at half-maximal effect; % of control where 0% means no effect
Target sequence (Q99816 whole entry, looked up): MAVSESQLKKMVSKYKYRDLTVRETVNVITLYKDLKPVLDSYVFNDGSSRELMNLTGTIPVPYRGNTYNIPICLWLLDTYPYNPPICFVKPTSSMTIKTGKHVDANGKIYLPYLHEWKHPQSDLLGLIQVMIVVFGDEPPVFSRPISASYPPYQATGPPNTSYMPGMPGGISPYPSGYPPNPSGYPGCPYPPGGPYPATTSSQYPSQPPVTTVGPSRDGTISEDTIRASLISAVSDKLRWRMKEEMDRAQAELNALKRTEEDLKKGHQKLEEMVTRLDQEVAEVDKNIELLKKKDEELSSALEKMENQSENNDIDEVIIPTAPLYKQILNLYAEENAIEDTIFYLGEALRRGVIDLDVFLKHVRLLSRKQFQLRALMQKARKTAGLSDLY
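Fluorescence polarization binding of Tsg101 binding domain (10 uM final) to FITC-labeled PTAP peptide (50 nM final) in HEPES pH 7.5 buffer with NaCl, Tween 20, EDTA, TCEP. Compounds added before peptide; binding 20 min at RT.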
a7 integrin act: activators of alpha7 integrin expression for muscular dystrophy; alpha7betagal myoblasts, beta-gal FDG fluorescence, 48 h; Potency, µM (series often up to 38.3 µM), without a hit: top-dose activation, actives largely listed as activators; actives 0.064% (n = 350,000); AID 624291;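 also: potency is read from the fitted curve at half-maximal effect; 100% = response of the positive control SU9516; nearly all actives have a fitted effect of over 60% in size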
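alpha7betagal+/- myoblasts (passage 13, 250/well) treated 48 h at 37C with compounds at 1:260 dilution of DMSO stock. Lysed, then beta-galactosidase activity read as FDG fluorescence (ex 480/em 540) after 30 min, with pre-read for autofluorescence.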
Mito fusion act: inhibitors of mitochondrial division or activators of mitochondrial fusion | S. cerevisiae fusion-defective mutant growth rescue, CellTiterGlo 48 h | Potency, µM (series often up to 46.1 µM), for inactives: top-dose growth rescue (activation), most hits filed as activators | actives 0.23% (n = 320,000) | AID 485298;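 also: potency is read from the fitted curve at half-maximal effect; % of control where 0% means no effect; nearly all actives have a fitted effect of over 45% in size; temperature-sensitive fusion mutants such as fzo1-1 at 37 °C on non-fermentable ethanol glycerol medium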
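Temperature-sensitive fusion-defective S. cerevisiae (e.g. fzo1-1, mgm1-5) were grown with compound in YPEG medium (3% ethanol, 3% glycerol) for 48 hours at 37C. Growth rescue was measured as viability by CellTiterGlo luminescence after 10 minutes at ambient.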
MBNL1-CUG inh: blocks human MBNL1 binding to CUG repeat RNA | Q9NR56 | TR-FRET MBNL1-His/biotin-(CUG)12 binding, 665/545 ratio | Potency, µM (doses to about 57.5 µM), without a hit: at the highest dose activity change, negative = inhibition, usual class: inhibitors | actives 0.036% (n = 280,000); active = well fitted inhibition curve with a large enough effect in the signal ratio, with a control signal flat, not every such curve was filed as active; inconclusive = small, poorly fitted or top-dose-only effect, or effect the other way, or a change in a side signal; inactive = no such curve, though single readings can be large or run the other way; the % refers to the signal ratio; also: potency is read from the fitted curve at half-maximal effect; % is scaled to controls: 0 for no effect and ±100 for the full control effect
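Inhibition of protein-RNA binding appears as loss of TR-FRET between terbium anti-His antibody on MBNL1-His and streptavidin-XL665 on biotin-(CUG)12. Activity is normalized to buffer-only and uninhibited-complex controls.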
A-T KAP1 phos: potential ataxia-telangiectasia treatment; […] A-T fibroblasts, KAP-1 phosphorylation AlphaLISA; neocarzinostatin DNA damage 30 min before lysis; Potency, µM (doses to about 57.5 µM), without a hit: top-dose activation, most hits filed as activators; actives 0.19% (n = 320,000); AID 485349; also: potency is read from the fitted curve at half-maximal effect; % of control where 0% means no effect; nearly all actives have a fitted effect of over 45% in size
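hTERT-immortalized A-T patient fibroblasts ([…]), 500 cells/well in OPTI-MEM, 1% FBS, got compounds for 60 min, then NCS for 30 min at 37C. Lysates were then assayed for phospho-KAP-1 by AlphaLISA (anti-pKAP1 donor, anti-KAP1 acceptor beads), 6 hr at 25C.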
TCR act: activates T cell receptor signaling; primary human leukocytes, anti-CD3, IL-2 HTRF, 48 h; 330,000 tested, under 10 active; Potency, µM (titrated, usually from 9.22 µM), for the others: at the top dose activation of IL-2 secretion, actives largely listed as activators; AID 504894; also: % of control where 0% means no effect
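Compounds are tested in HTS on primary human leukocytes co-incubated with a-CD3 beads for 48 hr. IL-2 output is measured by time-resolved FRET.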
Menin-MLL TR inh: inhibitors of human menin-MLL interaction, mutant MLL peptide; O00255; Menin + Texas Red MLL mutant peptide, fluorescence polarization; Potency, µM (top dose mostly 61.6 µM), without a hit: at the top dose FP activity change, negative = inhibition, actives largely listed as inhibitors; actives 0.23% (n = 270,000); active = well fitted inhibition curve with a large enough effect in the polarisation, with a control signal flat, not every such curve was filed as active; inconclusive = small, poorly fitted or top-dose-only effect, or effect the other way, or a change in a side signal; inactive = no such curve, though single readings can be large or run the other way; the % refers to the polarisation; also: potency is read from the fitted curve at half-maximal effect; % of control where 0% means no effect; many of its hits are not listed in these tables
Target sequence (O00255 whole entry, looked up): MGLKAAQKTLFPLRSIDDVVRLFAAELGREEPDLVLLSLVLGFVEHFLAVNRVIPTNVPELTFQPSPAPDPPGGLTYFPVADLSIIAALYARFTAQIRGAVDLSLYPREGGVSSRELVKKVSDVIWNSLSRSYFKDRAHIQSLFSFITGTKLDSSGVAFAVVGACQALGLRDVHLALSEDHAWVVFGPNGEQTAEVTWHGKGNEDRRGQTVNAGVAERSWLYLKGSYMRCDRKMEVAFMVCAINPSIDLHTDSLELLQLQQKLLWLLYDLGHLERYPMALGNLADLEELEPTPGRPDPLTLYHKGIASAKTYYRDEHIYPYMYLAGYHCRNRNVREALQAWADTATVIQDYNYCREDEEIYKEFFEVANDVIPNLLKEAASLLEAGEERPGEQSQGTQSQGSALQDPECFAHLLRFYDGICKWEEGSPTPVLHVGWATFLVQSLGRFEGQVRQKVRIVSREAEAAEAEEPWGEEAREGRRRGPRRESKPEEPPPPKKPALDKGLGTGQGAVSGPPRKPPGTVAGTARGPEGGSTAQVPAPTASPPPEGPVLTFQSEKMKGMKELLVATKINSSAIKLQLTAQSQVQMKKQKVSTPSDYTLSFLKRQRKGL
TSHR antag: antagonists of human thyroid stimulating hormone receptor | TSHR-expressing cells, TSH-stimulated cAMP HTRF, 2 h; hits give low values | activity change, negative = inhibition, % at 11.5 µM | actives 0.2% (n = 330,000);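 active = activity change below a set negative limit, meaning inhibition stronger than a set level, cut at about -70% in these data; inconclusive = activity change between two set negative limits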; also: % is scaled to controls: 0 for no effect and ±100 for the full control effect
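Read-out is FRET at 665 nm (cryptate excitation 337 nm) from a cryptate-tagged anti-cAMP antibody, competed by cell cAMP against cAMP-d2. Compounds are tested on freshly harvested TSHR cells challenged with 4nM TSH (EC80) for 2 hours at 37 deg C.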
MLL CXXC-DNA inh: blocks binding of human MLL CXXC domain to DNA; actives 0.037% (n = 290,000); MLL-CXXC / FITC-HOXA9 DNA fluorescence polarization; Potency, µM (top dose mostly 115 µM), for the others: at the highest dose activity change, negative = inhibition, actives largely listed as inhibitors; Q03164; active = well fitted inhibition curve with a large enough effect in the polarisation, with a control signal flat, not every such curve was filed as active; inconclusive = small, poorly fitted or top-dose-only effect, or effect the other way, or a change in a side signal; inactive = no such curve, though single readings can be large or run the other way; the % refers to the polarisation; also: potency is read from the fitted curve at half-maximal effect
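Fluorescence polarization: 7 uM MLL-CXXC (stock) preincubated 5 min with compounds, then 50 nM fluorescein-HOX-A9 DNA (stock) added; 30 min ambient. Buffer 50 mM Tris-HCl pH 7.5, 50 mM NaCl, 1 mM DTT, 0.05% BSA.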
Active calls of the source: *; ? = inconclusive; nt = not tested or not shown; [ ] = dose if it differs, or a comment. Unless noted, calls follow the shape of the dose curve; as a rule, active = well fitted curve in the direction sought with a large enough effect; inconclusive = small, poorly fitted or top-dose-only effect, or another doubt; inactive = no such curve, though single readings can be large; an effect the other way counts as inactive or inconclusive. A portion of the library; the hit share may differ from the screen's.

Every second line gives: TSHR antag | MBNL1-CUG inh | Mito fusion act | S-ASM inh | a7 integrin act | MLL CXXC-DNA inh | TCR act | Menin-MLL TR inh | TSG101-PTAP inh | A-T KAP1 phos
- CCN1CCc2nc3sc(C(=O)N4CCc5ccccc5C4)c(N)c3cc2C1
  -1 | ? | -5% | 15% | -3% | 6% | 1% | -27% | -5% | -8%
- Cc1cccc(C(=O)NCCc2nnc(SCC(=O)Nc3cccc(C(=O)O)c3)n2C)c1
  9 | -4% | -5% | 4% | -15% | 3% | 1% | nt | -2% | 14%
- CCC(C(=O)NCCc1ccc(OC)c(OC)c1)n1nc(C)n2c(cc3occc32)c1=O (stereo not drawn)
  -8 | 8% | 0% | 3% | 21% | 6% | 1% | nt | -6% | -9%
- O=C(CCC1CCCN(C(=O)CCN2CCCCC2=O)C1)NCc1ccccc1F (stereo not drawn)
  4 | -9% | -10% | 3% | 14% | -5% | -5% | -5% | 1% | -10%
- O=C(Nc1cccnc1Cl)c1cc(-c2ccc(O)cc2)on1
  -13 | ? | 4% | 0% | -21% | -4% | 3% | 0% | -7% | -3%
- CCOC(=O)Nc1ccc(S(=O)(=O)Nc2nc(C)cc(C)n2)cc1
  -5 | -2% | 0% | 8% | 5% | 6% | nt | 1% | nt | 6%
- COC(=O)c1ccc(OCC(O)CN2CCN(CC(O)COc3ccc(C(=O)OC)cc3)CC2)cc1 (stereo not drawn)
  -4 | 0% | -9% | 6% | 4% | 11% | 3% | 0% | -1% | 0%
- Cn1c(=O)cc(OCC(=O)N2CCC(N3CCCCC3)CC2)c2ccccc21
  6 | 9% | 0% | 4% | -27% | 5% | 4% | -7% | -5% | 0%
- CN(C)C1NC(=O)c2cc(-c3ccccc3)sc2N1 (stereo not drawn)
  -10 | ? | 6% | -8% | 3% | 9% | 2% | 26% | -7% | nt
- N=c1scc(-c2ccccc2)n1/N=C/c1ccco1
  2 | 4% | -2% | 0% | 2% | 3% | 1%[46.1 µM] | ? | -4% | 0%
- COc1cccc(Oc2ncnc(N)c2[N+](=O)[O-])c1
  -5 | ? | -7% | -1% | ? | 18% | -15% | 0% | -2% | 3%
- CS(=O)(=O)n1nc(OC(=O)c2cccc3ccccc23)cc1N
  6 | 19% | 0% | -1% | -1% | 113%[activator] | 5% | 38%[activator] | -4% | 12%
- COc1ccccc1C(O)(c1ccccc1)C(CN1CCOCC1)c1ccccc1 (stereo not drawn)
  -5 | -8% | 2% | 4% | -4% | 3% | 7% | -27% | -19% | 0%
- Nc1c(C(=O)NCc2ccc3c(c2)OCO3)nnn1-c1ccc(OC(F)(F)F)cc1
  -8 | -17% | 13% | -2% | 11% | 5% | 9% | 10% | -1% | nt
- CCOC(=O)[C@@H]1[C@H]2COc3ccccc3[C@@H]2N2C(=O)N(c3ccc(Cl)cc3)C(=O)[C@]12C
  -1 | 2% | 7% | 1% | 11% | -2% | 3% | 0% | -2% | 0%
- O=S(=O)(c1ccccc1F)N1CCN(c2nc(-c3cccnc3)nc3ccccc23)CC1
  -24 | nt | ? | -2% | 6% | nt | nt | nt | -1% | 3%
- C=C(C)C(=O)N1CC2(CC(c3cccc(NC(=O)CC)c3)=NO2)C[C@H]1C(N)=O (stereo partly drawn)
  7 | -11% | 17% | 4% | 9% | -6% | 5% | nt | -1% | -6%
- O=C(N/N=C/C1CC=CCC1)c1cc(Br)ccc1O (stereo not drawn)
  -27 | -6% | -5% | 2% | 16% | -9% | -5%[46.1 µM] | 6% | -4% | -5%
- CC1(C)C(=S)N(Cc2ccccc2)c2ccccc21
  -4 | 2% | -3% | -1% | -4% | 9% | 1% | 8% | -4% | -1%
- COc1cc2c(cc1O)C(Cc1ccc(O)cc1)[N+](C)([O-])CC2 (stereo not drawn)
  3 | 1% | 3% | 7% | 1% | 12% | 13% | nt | -6% | 3%
- CC(C(=O)Nc1ccc(N2CCOCC2)cc1)N1C(=O)NC(C)(C)C1=O (stereo not drawn)
  -5 | nt | -2% | 4% | -22% | nt | 3% | nt | 1% | 3%
- O=C(c1ccc(F)c(S(=O)(=O)N2CCOCC2)c1)N1CCN(c2ncccn2)CC1
  15 | nt | 1% | 3% | -24% | nt | 16% | nt | -6% | 6%
- Cc1ccc(-c2nc(CN(C)C)cc(CN(C)C)c2O)cc1
  -9 | 6% | -4% | 20% | 16% | -2% | 18% | 8% | 2% | -9%
- Cc1ccc(C(=O)Nc2ccccc2C(=O)NC(Cc2c[nH]c3ccccc23)C(=O)O)cc1 (stereo not drawn)
  12 | -10% | -2% | 2% | -22% | -2% | 3% | ? | 1% | 6%
- CCn1c(SCC(=O)c2cccs2)nnc1-c1ccco1
  -6 | 1% | -1% | 0% | 3% | -5% | -3% | -1% | -7% | -1%
- Cc1oc(-c2ccccc2)nc1C(=O)OCC(=O)NCc1ccc(Cl)cc1
  19 | nt | 5% | 0% | -7% | nt | 4% | nt | -1% | 17%
- COc1cc(/C=C2/C(=N)N3C=CSC3=NC2=O)ccc1OCCCOc1cc(C)ccc1C
  10 | 8% | 0% | -7% | -12% | 15% | -1% | ? | -1% | -5%
- CC(C)CN(C(=O)COC(=O)c1cc2c(s1)CCC2)C1CCS(=O)(=O)C1 (stereo not drawn)
  -2 | 0% | 5% | 94%[activator] | -5% | -3% | 4% | 0% | -7% | 2%
- COc1ccc(C2CC(=O)c3c([nH]c(C(=O)OC(C)C)c3C)C2)cc1OC (stereo not drawn)
  -5 | -16% | 15% | 3% | 13% | 2% | 1% | -9% | -1% | 7%
- COC(=O)CN(C#N)c1nc(N(C)C)nc(N(C)C)n1
  -3 | -13% | -6% | -1% | 22% | 15% | 3% | -10% | -1% | -5%
- COc1cc2c(cc1NC(=O)Cc1ccc(C)cc1)oc1ccccc12
  -24 | -18% | 3% | -2% | 1.1µM* | -5% | -1%[46.1 µM] | 18% | -5% | 6%
- COc1cccc(C(c2sc3ncnn3c2O)N2CCc3ccccc3C2)c1 (stereo not drawn)
  -5 | -14% | 0% | 7% | -22% | -17% | 5%[46.1 µM] | 6% | -4% | -1%
- Cc1cc(C)c2cc(CN(CC3CCCO3)C(=S)NCc3ccco3)c(=O)[nH]c2c1 (stereo not drawn)
  -3 | 23% | 22% | -11% | -8% | 9% | 5% | -5% | -7% | 6%
- Clc1ccc(OCCCN2CCCCC2)c(Br)c1
  10 | -12% | -2% | nt | -52%[inhibitor] | -1% | -3%[46.1 µM] | 5% | 4% | 3%
- Nc1ccc(C(=O)N/N=C/c2cn(Cc3cccc(F)c3)c3ccccc23)cc1
  -6 | 14% | -1% | -6% | -25% | 15% | 3% | ? | 0% | 3%
- CCN(C(=O)COC(=O)c1ccc(SC)cc1OC)C1CCS(=O)(=O)C1 (stereo not drawn)
  nt | nt | nt | 1% | 5% | nt | -2% | nt | -6% | -23%
- CCOC(=O)C1=C(Cc2ccc(F)cc2)C(=O)c2ccccc2C1=O
  -4 | ? | -2% | -2% | -23%[7.66 µM] | 28% | -2% | ? | -1% | 13%
- CN(C)c1[nH]c(=O)c(C#N)c2c1CCN2Cc1ccccc1
  29 | 0% | -1% | -1% | 15% | -7% | 4% | -2% | -6% | -5%
- C[C@H]1CN([C@@H](C)CO)C(=O)c2cc(NS(=O)(=O)c3ccc(Cl)cc3)ccc2O[C@@H]1CN(C)CC1CCCCC1
  5 | nt | nt | 0% | -12% | nt | -16% | nt | -8% | 8%
- CC(Cc1ccco1)NC(=O)c1ccc(C(F)(F)F)cc1 (stereo not drawn)
  -6 | -4% | -6% | 2% | ? | -3% | -1% | 0% | -5% | 11%
- COc1cccc(/C=N\Nc2nncc(-c3ccccc3)n2)c1
  11 | 5% | 0% | -1% | 17% | 38%[activator] | 2% | nt | -2% | 0%
- COCCn1c(SCC(=O)Nc2ccc(OC)c(S(N)(=O)=O)c2)nc2ccccc2c1=O
  nt | nt | nt | 7% | 5% | nt | -5% | nt | -2% | nt
- CCOC(=O)N1CCN(Cc2ccc(F)cc2F)CC1
  5 | -5% | 3% | 1% | -10% | 7% | 3% | -18% | -6% | 4%
- CC1(C)CNC(=O)c2sc(N3CCCCC3)nc2C1
  4 | -1% | -1% | 8% | 20% | 13% | -3% | 1% | -7% | -2%

Screening data: PubChem, National Center for Advancing Translational Sciences (NCATS)
